# ATXN2 expr inh – reduces ATXN2 reporter expression in HEK-293 cells; HEK-293 ATXN2-luciferase reporter, luminescence, 24 h; AID 1745845; Potency, µM (highest dose often 57 µM), for inactives: at the top dose activity change, negative = inhibition, most hits filed as inhibitors; 360,000 tested, 0.72% active; also: potency is read from the fitted curve at half-maximal effect; % is scaled to controls: 0 for no effect and ±100 for the full control effect; nearly all actives have a fitted effect of over 55% in size
#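 ATXN2-luciferase reporter cells (luciferase flanked by upstream and downstream ATXN2 gene portions) were treated 24 h at 37 °C with compounds at up to 57 uM. SteadyGlo luminescence gave expression; GF-AFC fluorescence gave viability.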
# Nrf2 inh – Nrf2 pathway inhibition; A549 ARE-Fluc reporter, luciferase luminescence, 18-24 h; 360,000 tested, 2.1% active; Potency, µM (top dose mostly 46 µM), without a hit: at the highest dose activity change, negative = inhibition, most hits filed as inhibitors; also: potency is read from the fitted curve at half-maximal effect; % is scaled to controls: 0 for no effect and ±100 for the full control effect; nearly all actives have a fitted effect of over 60% in size
#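 A549 ARE_Fluc cells (5000/well, 5% FBS OPTI-MEM) pre-incubated 2 h, then treated with compounds 18-24 h at 37C/5% CO2 in concentration-response. CellTiter-Fluor viability read first; BugLite luciferase luminescence after 15 min at room temperature gives Nrf2 activity.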
# TGFb inhibitor – inhibitors of TGF-b signaling; 410,000 tested, 1.2% active; HepG2 CAGA-GFP TGF-b/SMAD3 reporter, GFP fluorescence, 18 h; TGF-beta stimulated, 500 pg/mL final; Potency, µM (top dose mostly 46.1 µM), inactives show at the highest dose activity, negative = inhibition, actives largely listed as inhibitors; also: potency is read from the fitted curve at half-maximal effect; % is scaled to controls: 0 for no effect and ±100 for the full control effect; nearly all actives have a fitted effect of over 65% in size
#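 Using HEPG2 CAGA-GFP reporter cells at 1000 cells/well, we pinned test compounds, stimulated with recombinant TGF-beta (500 pg/mL final) and measured total well GFP after 18 h.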
# EPAC2 agonist – activates human EPAC2 exchange factor; EPAC2 activation, biochemical qHTS; response scale: 100% = 6.5 mM cAMP response; Potency, µM (doses to about 154 µM), without a hit: at the top dose activation, hits mostly activators; 360,000 tested, 0.079% active; also: potency is read from the fitted curve at half-maximal effect; nearly all actives have a fitted effect of over 50% in size
# Target sequence (Q8WZA2 whole entry, looked up): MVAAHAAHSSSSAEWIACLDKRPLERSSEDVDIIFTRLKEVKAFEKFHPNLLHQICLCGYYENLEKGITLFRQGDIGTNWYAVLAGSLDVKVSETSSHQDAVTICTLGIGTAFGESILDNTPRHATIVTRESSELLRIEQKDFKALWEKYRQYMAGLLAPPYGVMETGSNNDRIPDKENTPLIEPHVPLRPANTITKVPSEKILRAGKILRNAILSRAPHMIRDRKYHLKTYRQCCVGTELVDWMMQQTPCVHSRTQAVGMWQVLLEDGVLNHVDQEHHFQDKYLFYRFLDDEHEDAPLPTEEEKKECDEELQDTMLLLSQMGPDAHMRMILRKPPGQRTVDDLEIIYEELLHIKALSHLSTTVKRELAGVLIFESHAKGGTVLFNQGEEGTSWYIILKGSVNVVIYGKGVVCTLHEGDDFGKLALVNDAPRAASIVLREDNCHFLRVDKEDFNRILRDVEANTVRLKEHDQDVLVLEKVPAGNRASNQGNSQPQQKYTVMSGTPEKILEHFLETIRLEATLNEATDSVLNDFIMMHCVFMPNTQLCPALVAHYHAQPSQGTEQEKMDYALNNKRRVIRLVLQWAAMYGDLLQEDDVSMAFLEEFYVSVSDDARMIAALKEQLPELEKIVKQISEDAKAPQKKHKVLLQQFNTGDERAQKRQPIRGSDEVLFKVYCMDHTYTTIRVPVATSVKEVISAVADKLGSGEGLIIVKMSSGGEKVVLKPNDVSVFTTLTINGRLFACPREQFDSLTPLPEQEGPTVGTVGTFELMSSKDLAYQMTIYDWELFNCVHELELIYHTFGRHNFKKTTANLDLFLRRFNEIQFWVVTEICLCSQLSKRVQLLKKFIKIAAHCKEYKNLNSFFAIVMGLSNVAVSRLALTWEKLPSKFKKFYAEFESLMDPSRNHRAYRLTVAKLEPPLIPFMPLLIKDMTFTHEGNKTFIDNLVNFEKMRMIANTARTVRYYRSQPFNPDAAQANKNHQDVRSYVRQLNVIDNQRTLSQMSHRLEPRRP
#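 EPAC2 (100 nM) mixed with Rap1B loaded with BODIPY-GDP (250 nM) plus 50 uM unlabeled GDP; compounds pinned in, 5 min RT, then read every 5 min for 30 min (ex 480, em 540 nm). Normalized to cAMP control.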
# HepG2 tox – counter-screen for TGF-b inhibitors: cytotoxicity in HepG2 cells; Potency, µM (top dose mostly 46.1 µM), for the others: at the top dose activity change, negative = cytotoxicity, usual class: cytotoxic; HepG2 CAGA-GFP viability, ATP luminescence, 18 h; 410,000 tested, 0.76% active; also: potency is read from the fitted curve at half-maximal effect; some results filed as inactive show a strong effect at the top dose
#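 CellTiter-Glo luminescence gave cytotoxicity after 18 hours at 37 degrees C. The cells were HepG2 CAGA-GFP in 1% FBS DMEM, stimulated with 500 pg/mL TGF-beta after compound addition. %Activity was normalised to no-cell wells (complete cell-killing) and DMSO (no toxicity), and curves were fitted and classified.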
# IL-2 act – IL-2 activation; IL-2 activation reporter assay, cell-based qHTS; stimulated with anti-CD3/CD4/CD28 beads; in transgenic mouse T cells; activation, % (series mostly up to about 46 µM); 360,000 tested, 0.065% active; AID 652025; in the data active = activation above about 50%; inconclusive = mostly about 30% to 49%; also: 0% is about no effect
#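 Screening format: compound pinned onto unstimulated transgenic mouse T cells, 60 min incubation, then anti-CD3/anti-CD4/anti-CD28 bead stimulation for 18 hours at 37 degrees C, followed by EGFP and DsRed detection.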
# S2 tox – reduces viability in counter-screen for ATXN expression inhibitors. S2 cells (HEK-293 line with an ATXN2-luciferase reporter) viability, CellTiter-Fluor protease fluorescence, 24 h. 400,000 tested, 0.49% active. Potency, µM (highest dose often 56.7 µM), usual class: cytotoxic; also: potency is read from the fitted curve at half-maximal effect; nearly all actives have a fitted effect of over 40% in size
# A549 viability – A549 cytotoxicity, counter-screen for Nrf2 inhibitors | A549 ARE-Fluc cells, CellTiter-Fluor viability, 18-24 h | Potency, µM (top dose mostly 46 µM), without a hit: top-dose activity change, negative = cytotoxicity, usual class: inhibitors | 390,000 tested, 0.16% active | AID 504648; also: potency is read from the fitted curve at half-maximal effect; % is scaled to controls: 0 for no effect and ±100 for the full control effect
#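 Cytotoxicity counterscreen: CellTiter-Fluor fluorescence was measured in A549 ARE_Fluc cells after 18-24 h of compound exposure in a concentration series. The subsequent BugLite luminescent read reports ARE-luciferase activity.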
# Nrf2 ARE act – activators of Nrf2 (ARE) signaling. AREc32 ARE-luciferase reporter (MCF7-derived line), luminescence, 24 h. 410,000 tested, 0.31% active. Potency, µM (series often up to 46.1 µM), for the others: top-dose activation, most hits filed as activators; also: potency is read from the fitted curve at half-maximal effect; % of control where 0% means no effect; nearly all actives have a fitted effect of over 65% in size
#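 Quantitative high-throughput format: AREc32 reporter cells, 1000 per well, received compound by pin transfer and were incubated 24 hr at 37 deg C, 5% CO2, before Steady-Glo luminescence detection.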
# The depositor's hits bear a star; i = inactive; ? = inconclusive; · = not tested or not shown; [ ] = remark or other dose. Unless noted, calls follow the shape of the dose curve; as a rule, active = well fitted curve in the direction sought with a large enough effect; inconclusive = small, poorly fitted or top-dose-only effect, or another doubt; inactive = no such curve, though single readings can be large; an effect the other way counts as inactive or inconclusive.
molecule	ATXN2 expr inh	Nrf2 inh	TGFb inhibitor	EPAC2 agonist	HepG2 tox	IL-2 act	S2 tox	A549 viability	Nrf2 ARE act
O=C(Cc1ccc(-n2cccc2)cc1)NCc1cccs1	-15%	?	?	2%	-12%	-2.0	i	-23%	0.8%
NS(=O)(=O)c1cccc(NC(=O)COC(=O)CCC(=O)c2cccs2)c1	-10%	-4%	7%	8%	-61%	-0.2	i	0%	-0.6%
CC1(C)CC(Nc2ccc(C(F)(F)F)cc2[N+](=O)[O-])CC(C)(C)N1	·	1%	6%	11%	-17%	0.1	i	-14%	-1.7%
CCc1ccc(C(=O)NNC(=O)c2ccc(OCC(=O)N3CCOCC3)c(OC)c2)cc1	6%	-11%	19%	10%	19%	1.7	i	0%	-0.1%
Cc1ccc(CNC(=O)CS(=O)CC(=O)O)cc1 (centres undefined)	4%	5%	2%	-4%	12%	-0.4	i	6%	0.0%
Cc1ccc(N2N=C(c3ccc(Br)cc3)CCC2=O)cc1	-4%	1%	-13%	-3%	-7%	0.1	i	9%	2.1%
COc1ccc(Cc2noc(-c3ccccc3)n2)cc1OC	·	?	-5%	16%	-8%	-3.6	i	-9%	4.0%
Cc1csc(SCC(=O)NC(=O)C2CCCCC2)n1	·	21%	-2%	4%	-46%	-2.4	i	-2%	0.8%
COc1ccc(CCNC(=O)CCCn2c(=O)[nH]c3cc(OC)c(OC)cc3c2=O)cc1OC	-1%	0%	10%	-5%	1%	-1.4	i	-19%	0.0%
COc1ccc(-c2nc3cc(C)c(Br)c(C)n3c2CC2CCCCC2)cc1OC	7%	·	·	12%	·	-0.1	i	·	6.2%
O=C1[C@@H]2[C@@H]3C[C@@H]([C@H]4ON=C(c5ccc(Cl)cc5Cl)[C@@H]34)[C@@H]2C(=O)N1C1CCCCC1	-3%	?	?	6%	49%	-0.1	i	?	3.3%
Cc1ccc(C(=O)NNC(=O)c2ccncc2)cc1S(=O)(=O)N1CCCCC1	-2%	-8%	9%	-13%	16%	-5.5	i	-5%	-0.9%
Cc1ccc(S(=O)(=O)N(CC(=O)N2CCC(C)CC2)c2cccc(C)c2)cc1	-12%	-16%	-16%	13%	0%	-2.5	i	-10%	0.3%
O=C(C=Cc1ccccc1)c1cccs1	26%	10%	11µM*	8%	-63%	-0.7	?	2%	?
COCCCn1c(=S)[nH]c2sc3c(c2c1=O)CCCC3	-21%	-28%	2%	4%	0%	0.6	i	-6%	0.1%
Cc1ccc(S(=O)(=O)NNC(=O)C2CCCCC2)cc1	6%	-1%	-19%	0%	0%	0.1	i	1%	0.0%
CCOC(=O)c1ccccc1NC(=O)c1cccc([N+](=O)[O-])c1	-7%	30%	-5%	-11%	-6%	-0.6	i	5%	-0.8%
COc1cc(/C=C/C(=O)O)cc(S(=O)(=O)Nc2ccc3cn[nH]c3c2)c1OC	-3%	2%	-4%	-8%	-1%	-1.1	i	-3%	0.1%
COc1ccc(CCNC(=O)C(=O)NCC2OCCN2S(=O)(=O)c2ccc3c(c2)OCCO3)cc1OC (centres undefined)	1%	?	-4%	0%	2%	-4.0	i	-6%	0.1%
Cc1nc(N2CCCC2)c2c(C(=O)N3CCN(c4ccc(F)cc4)CC3)c(C)oc2n1	·	?	?	·	-35%	·	·	-2%	0.6%
CCOC(=O)c1ccc(CNC(=O)C2CCC(=O)N(CCc3ccccc3)C2)o1 (centres undefined)	18%	?	-18%	-6%	-2%	-1.2	i	3%	-0.2%
COc1cccc(C(O)c2cnc(C(C)C)n2C)c1OC (centres undefined)	0%	?	17%	3%	-3%	-1.1	i	19%	0.4%
CC(=O)c1n[nH]nc1NC(=O)c1ccccc1	-13%	-19%	-1%	3%	0%	0.3	i	-7%[1.84 µM]	1.7%
Cc1onc(-c2ccccc2)c1CNS(=O)(=O)c1ccccc1	-20%	10%	0%	6%	11µM*	-2.3	i	4%	0.5%
Cc1ccc(O)c(C(=O)CC(=O)c2ccccc2Cl)c1	-34%	7%	-30%	22%	-28%	0.6	·	-8%	3.8%

# As a working copy, part of the list above.
molecule	ATXN2 expr inh	Nrf2 inh	TGFb inhibitor	EPAC2 agonist	HepG2 tox	IL-2 act	S2 tox	A549 viability	Nrf2 ARE act
O=C(Cc1ccc(-n2cccc2)cc1)NCc1cccs1	-15%	?	?	2%	-12%	-2.0	i	-23%	0.8%
NS(=O)(=O)c1cccc(NC(=O)COC(=O)CCC(=O)c2cccs2)c1	-10%	-4%	7%	8%	-61%	-0.2	i	0%	-0.6%
CC1(C)CC(Nc2ccc(C(F)(F)F)cc2[N+](=O)[O-])CC(C)(C)N1	·	1%	6%	11%	-17%	0.1	i	-14%	-1.7%
CCc1ccc(C(=O)NNC(=O)c2ccc(OCC(=O)N3CCOCC3)c(OC)c2)cc1	6%	-11%	19%	10%	19%	1.7	i	0%	-0.1%

# Next section:
molecule	ATXN2 expr inh	Nrf2 inh	TGFb inhibitor	EPAC2 agonist	HepG2 tox	IL-2 act	S2 tox	A549 viability	Nrf2 ARE act
Cc1ccc(NC(=O)[C@H](Cc2ccccc2)NC(=O)CC[C@H]2O[C@@H](n3ccc(=O)[nH]c3=O)[C@H](O)[C@@H]2O)cc1C	-19%	·	5%	4%	22%	-0.4	i	·	-0.5%
COc1ccc(CCC(=O)Nc2ccc(C)c([N+](=O)[O-])c2)cc1	7%	-1%	-24%	2%	-18%	-0.2	i	6%	-1.1%
COc1ccccc1C(=O)NCCC(=O)NN1C(=O)NC2(CCCCC2)C1=O	5%	3%	0%	-1%	5%	-0.6	?	-2%	-0.5%
CCN(CC)c1ccc(/C=N/O)cc1	-9%	7%	-11%	14%	-93%	1.2	i	8%	2.1%
CN(c1ccc(C(=O)Nc2ccccc2C(=O)N2CCOCC2)cc1)S(C)(=O)=O	-7%	·	-1%	14%	8%	14	i	0%	-0.3%
COc1ccc(-c2noc(CCC(=O)Nc3ccccc3Cl)n2)cc1OC	-3%	?	-1%	·	-13%	·	i	8%	-0.3%
Cc1ccc(-c2nc(C)sc2CC(=O)O)cc1	-3%	-15%	8%	-2%	-12%	4.2	i	2%	-0.6%
COc1ccc(-c2csc(C3=C(O)CN(CCCN4CCCC4=O)C3=N)n2)cc1OC	21%	4%	-2%	12%	-21%	-0.1	i	-2%	7.8%
COc1ccc(N2CC(C(=O)NCc3cccnc3)CC2=O)cc1 (centres undefined)	1%	13%	14%	3%	1%	1.3	i	0%	-0.6%
COc1ccc(C(=O)COC(=O)c2nc3nccc(C)n3n2)cc1F	·	-1%	-1%	1%	3%	-0.2	i	0%	-0.7%
O=C(Oc1cccc(C(=S)N2CCOCC2)c1)c1ccc([N+](=O)[O-])cc1[N+](=O)[O-]	-27%	6%	?	7%	-21%	-5.5	i	-4%	26%
Clc1ccc(Cn2nc(-c3ccccc3)nc2-c2ccccc2)cc1	50%[activator]	17%	-30%	7%	-17%	-0.3	i	4%	0.5%
Cn1c(SCC(=O)NCC2CCCO2)ncc(C(=O)Nc2ccccc2)c1=O (centres undefined)	-26%	8%	16%	1%	-2%	-5.1	?	-20%	3.4%
O=C(NC1=C(NC2CCS(=O)(=O)C2)C(=O)c2ccccc2C1=O)c1ccccc1 (centres undefined)	?	9%	?	-2%	-117%	0.1	30µM*	-2%	-3.3%
CCOC(=O)c1c(S(=O)(=O)Nc2ccc(F)cc2C)c(C)n(C)c1C	12%	10%	18%	8%	-38%	0.9	i	-5%	-0.5%
COc1ccc2c(CN(C)Cc3ccccc3)cc(=O)oc2c1	89%[activator]	·	4%	16%	-3%	0.0	i	·	3.8%
Cc1cc(C)cc(OCCSc2nc3ccc(NC(=O)c4ccc5c(c4)OCO5)cc3s2)c1	41%[activator]	3%	-11%	·	3%	·	i	4%	4.8%
CCC(C(=O)N1CCN(c2cc(C)ccc2C)CC1)n1nc(C)n2c(cc3occc32)c1=O (centres undefined)	?	?	?	·	-20%	·	?	-18%	1.1%
COc1ccc(N2CCN(C(=O)C(=O)c3c[nH]c4ccccc34)CC2)cc1	·	-3%	34%[activator]	14%	53%	1.1	i	1%	0.9%
Cc1ccc(-c2nnc(SCC(=O)NC3CC3)n2N)cc1	-11%	7%	-2%	11%	1%	-3.6	i	8%	-0.4%
Cc1ccc(-c2nn3c(=O)cc(CN4CCN(C(=O)Nc5cccc(C(F)(F)F)c5)CC4)nc3s2)cc1	-5%	·	?	·	-3%	·	i	-2%	-0.5%
Cn1c(CCN2CCCC2)nc2cc(NS(=O)(=O)c3ccc(Cl)cc3)ccc21	30%	-1%	?	13%	-34%	-2.6	i	2%	16%
O=C(COC(=O)CCS(=O)(=O)c1ccc(Cl)cc1)NC1CCCCC1	-6%	?	-3%	3%	-19%	0.9	i	-5%	-0.3%
COCCN(CCOC)c1nc(-c2ccc([N+](=O)[O-])cc2)nc2ccccc12	·	-15%	-2%	12%	12%	1.0	i	11%	3.0%
Cc1cc(C)n(-c2nc(SCC(=O)N3CCCC3)c3c4c(sc3n2)CCCC4)n1	-18%	-3%	-21%	4%	-26%	-1.4	i	-8%	0.2%
CNS(=O)(=O)c1cccc(C(=O)OCc2cc(=O)oc3c(C)c(O)ccc23)c1	?	-10%	?	10%	-19%	0.0	i	4%	3.3%
CC(OC(=O)c1ccc(Cl)nc1)C(=O)NC1(C#N)CCCCC1 (centres undefined)	-5%	14%	-16%	-5%	2%	-2.3	i	-4%	-0.2%

# Screens: PubChem BioAssay, National Center for Advancing Translational Sciences (NCATS)
